Compound activity: PubChem BioAssay, National Center for Advancing Translational Sciences (NCATS)
UDG counterscr = blocks uracil-DNA glycosylase in AID counter-screen. FRET deamination/UDG coupled assay, UDG read, 4 h. Potency, µM (series often up to 115 µM), for the others: top-dose activity change, negative = inhibition, hits mostly inhibitors. 91,000 tested, 0.14% active. AID 1347430; further: nearly all actives have a fitted effect of over 65% in size
AID inhibitor = inhibitors of human activation induced cytidine deaminase. Q9GZX7. Potency, µM (top dose mostly 115 µM), without a hit: at the highest dose activity change, negative = inhibition, usual class: inhibitors. AID deamination FRET fluorescence, UDG-coupled, 4 h. 91,000 tested, 0.32% active. AID 1347428; further: nearly all actives have a fitted effect of over 25% in size
Target sequence (Q9GZX7 whole entry, looked up): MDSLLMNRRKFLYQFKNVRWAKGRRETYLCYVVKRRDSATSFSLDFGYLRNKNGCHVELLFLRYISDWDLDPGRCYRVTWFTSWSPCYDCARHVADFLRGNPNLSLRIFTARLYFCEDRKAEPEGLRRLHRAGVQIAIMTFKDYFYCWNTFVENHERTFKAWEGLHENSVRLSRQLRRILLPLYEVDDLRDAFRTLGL
Active calls of the source: *; ? = inconclusive; [ ] = dose if it differs, or a comment. The call rests on the fitted dose curve; in most records, active means well fitted curve in the direction sought with a large enough effect; inconclusive means small, poorly fitted or top-dose-only effect, or another doubt; inactive means no such curve, though single readings can be large; an effect the other way counts as inactive or inconclusive. On the % scale 0 is the no-effect control and ±100 the full control effect; potency means the concentration at half of the fitted maximal effect. Only part of the results is shown; rates above refer to the full screens.

SMILES | UDG counterscr | AID inhibitor
CC(=O)[C@@H]1SC(N)=C(C#N)[C@H]1c1cccs1 | 10% | 37%[activator]
O=C(CNc1ccccc1SC(F)F)N1CCNC1=O | -13% | -12%
CCOc1ccc(-c2nc(COc3cccc4c3CCCC4O)cs2)cc1 (configuration not stated) | -1% | -1%
CCCc1nnc(NC(=O)c2nc(S(=O)(=O)Cc3ccc(C)cc3)ncc2Cl)s1 | 45%[activator] | 3%
COc1ccc(-c2noc(-c3ccc(N4CCN(C)CC4)c([N+](=O)[O-])c3)n2)cc1 | 6% | -1%
COc1ccc(NC(=O)CN2C(=O)COc3ccc(S(=O)(=O)N4CCCCC4)cc32)cc1OC | 4% | 1%
Cc1nc(SCC(=O)NC(C)(C#N)C(C)C)n(C2CCCC2)c1C (configuration not stated) | -3% | 0%
CC(=O)c1ccc(OCc2ccc(C(N)=O)cc2)cc1 | -14% | -17%
CSCCC(=O)NCc1ccc(C)s1 | -4% | 1%
CCc1ccc(-c2noc(CSc3nc4ccccc4o3)n2)cc1 | -17% | 0%
Cc1ccccc1CN1c2ccccc2-c2nc(SCC(=O)c3ccc(Cl)cc3)ncc2S1(=O)=O | 19% | 9%
CC(=O)NCCNC(=O)CN(CC1CCOC1)C1CC1 (configuration not stated) | 5% | 1%
CCOc1ccc(N(C(C)C(=O)Nc2ccccc2Oc2ccccc2)S(C)(=O)=O)cc1 (configuration not stated) | -7% | ?
COc1ccc(NC(=O)c2cnc(SC)nc2-c2ccccc2)cc1OC | 7% | -2%
Cc1c(C(=O)N2CCC(C)CC2)c(S(=O)(=O)NCc2ccc(Cl)cc2)c(C)n1C | 4% | -13%
COc1ccc(C(=O)n2nc(N)c3cc4ccc(C)cc4nc32)cc1OC | 5% | -20%
Oc1c(Br)cc(Br)cc1C=Nc1ccc(F)c(Cl)c1 | -11% | -19%
Cc1ccc(C(=O)N(Cc2ccco2)C2CC2)cc1F | 3% | -3%
CC1=C(C(=O)Nc2ccc(C)cc2C)C(c2ccccc2)n2ncc(C(=O)Nc3ccccc3)c2N1 (configuration not stated) | 2% | -15%
Cc1ccccc1NS(=O)(=O)c1ccc(C)c(C(=O)N(C)Cc2ccccc2)c1 | -11% | -12%

Random excerpt: 2 compounds from above, in no set order.
SMILES | UDG counterscr | AID inhibitor
COc1ccc(-c2noc(-c3ccc(N4CCN(C)CC4)c([N+](=O)[O-])c3)n2)cc1 | 6% | -1%
CCOc1ccc(-c2nc(COc3cccc4c3CCCC4O)cs2)cc1 (configuration not stated) | -1% | -1%

(listing goes on)
SMILES | UDG counterscr | AID inhibitor
Cc1ccc2[nH]cc(C(c3ccccc3)c3ccc(Cl)s3)c2c1 (configuration not stated) | -4% | 137%[activator]
CCS(=O)(=O)c1nc2ccccc2n1CC(=O)Nc1ccccc1C(=O)OC | -9%[57.5 µM] | 4%[57.5 µM]
CC(C)(C)NC(=O)c1ccc(C(=O)NCC2CC2)cc1 | -4% | -11%
CCCCN(CCCC)CC(O)Cn1cc(/C=C/C(=O)c2ccccc2)c2ccccc21 (configuration not stated) | -16% | 32µM*
COc1ccc(-c2nc(SC(CC(=O)NCc3ccco3)c3ccccc3)n[nH]2)cc1 (configuration not stated) | -19% | -15%
CSc1ncc(Cl)c(C(=O)Nc2c(C(=O)Nc3cccc(Cl)c3)oc3ccccc23)n1 | -6% | 14%
O=C(COc1cc(F)ccc1[N+](=O)[O-])Nc1ccc2c(c1)CCC2 | -4% | -1%
COC(=O)CNC(=O)c1ccc(COC(C)=O)cc1 | -11% | -4%
CCc1ccc(NC(=O)CCS(=O)(=O)c2ccc3c(c2)n(C)c(=O)c(=O)n3C)cc1 | -6% | 16%
CCN(CCCNC(=O)Cn1nc(Cc2ccncc2)c2ccccc2c1=O)c1cccc(C)c1 | -2% | 2%
CC(C)CC(CNC(=O)c1nn(-c2ccccc2)c(=O)c2ccccc12)N1CCOCC1 (configuration not stated) | 1% | -11%
Cc1cc(=O)oc2cc(OCCC(C)C)ccc12 | -2% | 3%
Cc1ccc(C)c(S(=O)(=O)NCc2ccccc2S(=O)(=O)N2CCCCC2)c1 | -3% | -9%
COc1ccc(COC(=O)C2CCN(S(=O)(=O)c3c(Cl)cccc3Cl)CC2)cc1F | 3% | -1%
CCOc1ccc(NC(C)(CC)c2nnnn2-c2c(C)cccc2C)cc1 (configuration not stated) | -6% | -14%
Cc1ccc(NC(=O)C2CC2)cc1NC(=O)C1(C)CC1(Cl)Cl (configuration not stated) | -7% | 0%
CC1(C)O[C@H]2[C@@H](O1)[C@@H](C(=O)Nc1ccccc1O)O[C@@H]1OC(C)(C)O[C@@H]12 | -4% | -14%
CCOc1cccc2c1Oc1nc(-c3cc(OC)ccc3OC)[nH]c(=O)c1C2 | 1% | -4%
CCc1ccc(-n2c(Cc3ccccc3)nnc2SCc2nc(-c3cccs3)no2)cc1 | ? | 40µM*
O=C(CCNS(=O)(=O)c1ccc2c(c1)CCN2C(=O)C1CC1)N1CCN(c2ccc(F)cc2)CC1 | -23% | 2%

Single values from above.
COC(=O)CNC(=O)c1ccc(COC(C)=O)cc1 | UDG counterscr: -11%
CC1(C)O[C@H]2[C@@H](O1)[C@@H](C(=O)Nc1ccccc1O)O[C@@H]1OC(C)(C)O[C@@H]12 | UDG counterscr: -4%
Cc1ccc(C)c(S(=O)(=O)NCc2ccccc2S(=O)(=O)N2CCCCC2)c1 | UDG counterscr: -3%
CSc1ncc(Cl)c(C(=O)Nc2c(C(=O)Nc3cccc(Cl)c3)oc3ccccc23)n1 | AID inhibitor: 14%

Later entries.
SMILES | UDG counterscr | AID inhibitor
CCC(=O)N1CCc2cc(S(=O)(=O)CCC(=O)Nc3ccc(Cl)c(C(F)(F)F)c3)ccc21 | 2% | -9%
CCCS(=O)(=O)N1CCCC1C(=O)NC1CCCC1 (configuration not stated) | -1% | 10%
CCOc1ccc(NC(=O)Cn2ccn3nc(-c4ccc(OC)c(OC)c4)cc3c2=O)cc1 | 21% | -29%
O=C(NCCc1ccccc1Cl)c1ccc2c(=O)n(-c3ccccc3)c(=O)[nH]c2c1 | 5% | 16%
CC(C)c1noc(C(C)Sc2n[nH]c(-c3ccccc3F)n2)n1 (configuration not stated) | 4% | 0%
O=C(NCCn1c(-c2ccccc2)nc2ccccc21)NCc1ccccc1 | 6% | -8%
CCCn1nc(C(=O)OCCOc2ccc(OC)cc2)c2ccccc2c1=O | -3% | -8%
CC(C)C(=O)Nc1cccc(NC(=O)C2(c3ccccc3)CCCC2)c1 | -2% | 2%
Cc1ccc(CC(=O)NC2CCCCC2C)cc1 (configuration not stated) | 6% | -5%
O=C(O)C(=O)CCc1cccs1 | -2% | 0%
CC(Nc1ccc2c(c1)OCCCO2)c1nc2scc(-c3cccs3)c2c(=O)[nH]1 (configuration not stated) | 9% | 33%[activator]
CCOc1cccc(CC(=O)Nc2ccc3nc(N4CCCCC4)cc(C)c3c2)c1OCC | -4% | -17%
Cc1ccc(-c2nc3ccccc3o2)cc1NC(=O)c1cccs1 | 5% | 5%
CCOc1ccccc1C(=O)N(Cc1c(F)cccc1Cl)c1ccccn1 | -5% | -4%
COc1ccc(-n2c(=O)c3c(c4cc(OC)ccc4n3C)n(CCC(C)C)c2=O)cc1 | -3% | 6%
CC1CCC(C(C)C)C(OC(=O)CSC2=NCCS2)C1 (configuration not stated) | 4% | -8%
CC(C)N(Cc1ccccc1)C(=O)COC(=O)c1cccc(Cl)c1Cl | -16% | -15%
CC(C)(C)C(=O)C(Cc1ccc(C#N)cc1)C(=O)C(C)(C)C | -8% | -1%
COC(=O)c1ccc(-n2c(/C=C/c3cc(OC)c(OC)c(OC)c3)nc3cc(Cl)ccc3c2=O)cc1 | 51%[activator] | 0%
Nc1ncnc2c1ncn2C1CCCO1 (configuration not stated) | 6% | 3%
CCOC(=O)c1cccc(NC(=O)CCc2c(C)nc3cc(-c4ccc(Cl)cc4)nn3c2C)c1 | -8% | -3%
CCc1ccc(NC(=O)CSc2nnc3[nH]c(=O)cc(-c4ccccc4)n23)cc1 | -2% | ?
COc1ccccc1CNC(=O)c1cc(Sc2cccc(Cl)c2)nc2ccccc12 | 2% | 9%
COc1ccc(NCc2cccn2-c2nnc(N3CCC(C)CC3)s2)c(OC)c1 | -9% | ?
COc1ccc(/C=C/C(=O)Oc2ccc3ccccc3c2)cc1 | 1% | 6%
Cc1cc(C)n(-c2nc3ccccc3nc2N2CCN(C(=O)c3ccc(F)cc3)CC2)n1 | 33%[activator] | -6%
CC(C)COCCCNC(=O)c1cc(-c2ccncc2)nc2ccccc12 | -2% | -7%
Cn1c(C=C(C#N)C#N)ccc1-c1cc(Cl)cc(Cl)c1 | -4% | -4%
CCC(CC)C(=O)Nc1nnc(S(=O)(=O)N2CCc3ccccc32)s1 | 13% | ?
CC1=C(C(=O)OCC(C)C)C(c2ccc(OCc3ccccc3)cc2)N2C(=O)CCSC2=N1 (configuration not stated) | ? | 0%
CCN(c1ncnc2c1cnn2-c1cccc(Cl)c1)C1CCCCC1 | 0% | -26%
Cc1ccc(-c2cc(=O)c3cc(Cl)cc(Cl)c3o2)cc1 | 4% | -7%
Cc1ccc(CNCc2ccc(C(=O)O)cc2)s1 | 4% | 6%
Cc1ccc(NS(=O)(=O)c2cc(-c3n[nH]c(=O)c4ccccc34)ccc2C)cc1 | 8% | -17%
Cc1cc(C)c(S(=O)(=O)NCc2csc(-c3ccccc3)n2)c(C)c1 | 0% | -3%
Cc1ccc(NC(=O)N2CCc3c(sc4c3CCCC4)C2c2ccccc2)cc1F (configuration not stated) | -10% | -12%
O=C1c2c(O)cc(O)cc2OC(c2ccc(O)c(O)c2)C1O (configuration not stated) | 7% | 5%
Cc1cc(C(=O)O)c(C)s1 | 6% | 2%
CC(=O)c1c(Cl)nc2ccc(Cl)cc2c1-c1ccccc1 | -5% | -18%
CCC(CC)C(=O)Nc1cccc(-c2nc3cccnc3s2)c1 | -10%[57.5 µM] | -29%
CCC1=C(c2ccc(C)cc2)S(=O)(=O)N=C1N1CCC(C(=O)NCc2ccc(N(C)C)cc2)CC1 | 1% | -5%
CCCSc1nnc2c(n1)OC(c1sccc1C)Nc1ccccc1-2 (configuration not stated) | 10% | 1%
COc1cc(-c2nnn(CC(=O)Nc3ccc(OC(F)(F)F)cc3)n2)cc(OC)c1OC | -9% | 0%
COc1cccc(C(=O)C(Cl)C(=O)c2cccc(OC)c2)c1 | 0% | -3%
CCOCCCNC(=O)C1CCOCC1 | -1% | -3%
CCSc1nn(CC(=O)Nc2cccc(Cl)c2)c(N)c1S(=O)(=O)c1ccc(OC)cc1 | 27% | -16%
Cc1ccc(NC(=O)C(=O)NCC(c2cccnc2)N2CCN(C)CC2)cc1 (configuration not stated) | 5% | 6%
CCc1ccc(C(=O)NCC(O)c2ccccc2)cc1 (configuration not stated) | -9% | -8%
CCOc1ccc(CCNC(=O)NCc2noc3ccc(C)cc23)cc1 | -1% | -2%
COc1cccc(C2=CC(c3ccccc3F)n3c(nc4ccccc43)N2)c1 (configuration not stated) | 3%[57.5 µM] | 0%[57.5 µM]
COc1ccccc1CN1CCc2ccccc2C1 | -8% | -5%
CNc1nc2c(c(=O)[nH]c(=O)n2C)n1CCOc1ccccc1 | -11% | -20%
CCOC(=O)c1ccc(NC(=O)c2csc3c2CCCCC3)cc1 | -21% | -2%
Cc1c(-c2ccccc2)c(=O)oc2cc(OS(=O)(=O)c3ccc(Br)cc3)ccc12 | -6% | -5%
O=C(CCSCc1ccccc1Cl)NCc1ccc(F)cc1Cl | -13%[57.5 µM] | -22%
C/C(=N/NC(=O)C1CCC(C(C)(C)C)CC1)C1CC2CCC1C2 (configuration not stated) | -2% | -12%
Cc1ccc(-n2ncc3c(N4CCCCCC4)ncnc32)cc1Cl | -6% | 11%
Cc1ccc2nc(CSc3nnc4c(Cl)cc(C(F)(F)F)cn34)cn2c1 | -9% | 13%
CCOC(=O)c1c(NC(=O)c2nc3nc(C)cc(C(F)F)n3n2)sc2c1CCC(CC)C2 (configuration not stated) | -5% | -15%
Cc1ccc(C2=NC(c3ccccc3)=Nc3ccc(Cl)cc3N2)cc1 | ? | 18%

No new results follow: an excerpt of the list.
SMILES | UDG counterscr | AID inhibitor
CCC1=C(c2ccc(C)cc2)S(=O)(=O)N=C1N1CCC(C(=O)NCc2ccc(N(C)C)cc2)CC1 | 1% | -5%
CCCSc1nnc2c(n1)OC(c1sccc1C)Nc1ccccc1-2 (configuration not stated) | 10% | 1%

Additional compounds follow.
SMILES | UDG counterscr | AID inhibitor
Cc1ccc2c(=O)c(C(=O)c3ccc(Cl)cc3)cn(CC(=O)Nc3ccc4c(c3)OCCO4)c2n1 | 4% | -8%
O=C(Cn1cc(SCc2ccc(F)cc2)c2ccccc21)N1CCCC1 | -14% | 60%[activator]
Cc1ccc(CNC(=O)c2ccc3nc(N4CCCCC4)sc3c2)cc1 | -9% | -1%
O=C1CC(c2ccccc2OCc2ccc(F)cc2)c2cn[nH]c2N1 (configuration not stated) | 6% | 0%
Cc1ccc(NC(=O)C2CCN(S(=O)(=O)c3c(C)noc3C)CC2)cc1C | 2% | 9%
CC(C)n1c(=N)c(C(=O)NC2CCCCC2)cc2c(=O)n3ccccc3nc21 | 14% | 0%
Cc1ccc(C(C)C)c(OCC(=O)Nc2ccc(-c3nc4ncccc4o3)cc2C)c1 | -1% | 9%
Fc1ccc(CNc2nc(-c3ccccc3)cc(C(F)(F)F)n2)cc1 | -21% | 45µM*

Complete entries, looked up by structure:
Cc1ccc2c(=O)c(C(=O)c3ccc(Cl)cc3)cn(CC(=O)Nc3ccc4c(c3)OCCO4)c2n1 is entered as UDG counterscr = 4%; AID inhibitor = -8%
Fc1ccc(CNc2nc(-c3ccccc3)cc(C(F)(F)F)n2)cc1 is entered as UDG counterscr = -21%; AID inhibitor = 45µM*
